Screens (PubChem)
Platelet DG rel: modulates dense granule release in human platelets; AID 1663; 300,000 compounds, 0.22% hits; inhibition, %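 (compounds screened at 7.5 µM in platelet-rich plasma)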; human platelet-rich plasma, SFLLRN dense granule ATP release, luminescence;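 active = mean replicate score, as percent of positive control, at or above 50; inconclusive = mean below 50 but at least one replicate at or above 50; inactive = mean and every replicate below 50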
HSF1 inhib: HSF1 inhibition | NIH3T3-HGL HSE-luciferase, MG132-induced, luminescence 8 h; active compounds read low | activity change, negative = inhibition, % at 7.5 µM (by protocol) | 300,000 compounds, 0.77% hits | AID 2098;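 active = more than half of replicate wells show activity change below -50%, luminescence cut by over half; inconclusive = some wells, but at most half, below -50%; inactive = no replicate well below -50%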;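 also: luciferase reports HSF-1 transcriptional activity via heat shock element; 0% = median of DMSO wells and -100% = zero luminescence signal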
GSK3A inh: blocks human GSK-3 alpha kinase; P49840; ADP-Glo luminescence, 60 min; inhibition, % at 10 µM; 320,000 compounds, 0.1% hits;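 in the data active = inhibition above about 50%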;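 also: GST-tagged GSK-3 alpha with peptide substrate and 25 µM ATP; 0% = DMSO neutral wells and 100% = GW8510 positive control wells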
Target sequence (P49840 whole entry, looked up): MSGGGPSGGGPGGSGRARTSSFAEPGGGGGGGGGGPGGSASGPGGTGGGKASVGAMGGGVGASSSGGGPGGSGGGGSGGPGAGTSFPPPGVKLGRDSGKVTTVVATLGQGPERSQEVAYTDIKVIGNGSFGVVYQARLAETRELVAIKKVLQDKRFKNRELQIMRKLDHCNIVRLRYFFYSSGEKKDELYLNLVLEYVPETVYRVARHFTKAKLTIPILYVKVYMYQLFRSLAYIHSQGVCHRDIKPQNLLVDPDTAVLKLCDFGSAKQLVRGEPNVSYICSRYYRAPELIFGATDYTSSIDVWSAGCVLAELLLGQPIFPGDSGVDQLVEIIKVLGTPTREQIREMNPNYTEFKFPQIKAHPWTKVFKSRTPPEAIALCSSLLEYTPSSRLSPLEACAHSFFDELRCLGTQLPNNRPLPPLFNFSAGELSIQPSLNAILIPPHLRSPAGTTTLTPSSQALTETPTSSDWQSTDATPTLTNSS
PolyA inhibitor: yeast polyadenylation inhibition | S. cerevisiae SKY197-pL101 polyadenylation reporter, beta-gal luminescence; efflux-impaired pdr1/pdr3 knockout yeast; score 100 = 6 SD above DMSO | calls only at 12 µM | 300,000 compounds, 0.02% hits | AID 1875;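 active = lowest replicate activity score at least 50, where 100 means six control SD above control mean; inconclusive = lowest score under 50 but half or more replicates reach 50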;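 also: yeast exposed to compound for 9 h at 30 °C; higher score means more reporter readthrough which indicates perturbed polyadenylation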
GSK3B inh: inhibitors of human GSK3beta kinase | P49841 | GST-GSK3beta kinase, ADP-Glo luminescence, 60 min; active compounds read low | activity score (negative = inhibition), % at 10 µM | 300,000 compounds, 0.038% hits;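 active = more than half of replicate wells score below -50%, meaning over 50% inhibition versus plate controls; inconclusive = some replicates but at most half score below -50%; inactive = no replicate scores below -50%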;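 also: 0% = median DMSO wells and -100% = median GW8510 positive control wells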
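Assay system: GST-tagged human GSK3beta kinase, cell-free; Input: 1.6 ng GSK3beta; Medium: Tris/MgCl2 kinase buffer; Timing: 60 min enzyme reaction, room temperature; Signal: ADP-Glo luminescence quantifying ADP generated by kinase; Evaluation: score relative to plate controls; Benchmarks: DMSO neutral wells and GW8510 at 20 µM as positive.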
DYRK1A inh: blocks rat Dyrk1A kinase activity; 310,000 compounds, 0.43% hits; Q63470; inhibition, % at 12.5 µM; ADP-Glo luminescence, NFATc1 peptide; in the data active = inhibition above about 50%;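 also: plate controls were vehicle with enzyme for no effect and no enzyme for full effect; many of its hits are not listed in these tables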
HSP90 inh: blocks HSP90-mediated luciferase refolding in reticulocyte lysate. Rabbit reticulocyte lysate, luciferase refolding luminescence, 3 h. inhibition, % at 5.6 µM. 290,000 compounds, 0.91% hits. AID 1789;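 active = inhibition above the screen-wide mean plus 3 SD, computed separately per campaign, cut at about 16% in these data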;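 also: 0% = DMSO wells and 100% = 60 µM geldanamycin wells; inhibitors lower the luminescence because luciferase stays unfolded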
HDAC3 inh: human HDAC3 inhibition; O15379; recombinant HDAC3, fluorogenic peptide/trypsin coupled, fluorescence; inhibition, % at 8.3 µM; 320,000 compounds, 0.15% hits; AID 2718; in the data active = inhibition above about 26%, passing the limit was not always enough; inconclusive = no clear call, values can overlap the other calls
Target sequence (O15379 whole entry, looked up): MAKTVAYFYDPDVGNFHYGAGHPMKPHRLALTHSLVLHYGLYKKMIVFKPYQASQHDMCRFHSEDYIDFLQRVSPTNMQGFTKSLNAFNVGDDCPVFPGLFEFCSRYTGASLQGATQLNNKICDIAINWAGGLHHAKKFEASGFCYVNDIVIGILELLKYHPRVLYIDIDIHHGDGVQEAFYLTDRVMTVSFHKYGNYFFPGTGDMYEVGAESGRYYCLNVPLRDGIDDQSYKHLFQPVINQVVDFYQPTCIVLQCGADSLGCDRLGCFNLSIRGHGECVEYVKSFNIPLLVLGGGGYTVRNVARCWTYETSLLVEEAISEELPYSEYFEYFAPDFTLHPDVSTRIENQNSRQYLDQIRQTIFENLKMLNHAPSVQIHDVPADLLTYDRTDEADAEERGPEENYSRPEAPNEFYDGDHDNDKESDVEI
HSF1 activator: increases HSF-1 driven luciferase reporter signal | NIH3T3-HGL HSF-1 luciferase reporter, MG132, 8 h; 100% = twice DMSO control signal | activation, % at 9 µM | 300,000 compounds, 1.7% hits | AID 504408;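 active = mean replicate activation of at least 50% with a set share of replicates each reaching 50%; inconclusive = only one of those two conditions met; inactive = mean below 50% and too few replicates reaching it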;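 also: 0% = median of the neutral control wells and 100% = twice that signal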
AI-2 QS mod: Vibrio harveyi AI-2 quorum sensing modulation | Vibrio harveyi JMH597 AI-2 luminescence/OD600 ratio, 9 h; active compounds read low; strain lacks LuxN and CqsS sensors; 0 = neutral-control median | activity change, % at 7.5 µM | 300,000 compounds, 0.4% hits; in the data active = activity change below about -75%, passing the limit was not always enough; inconclusive = no clear call, values can overlap the other calls;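 also: luminescence divided by OD600 gain over 9 h not by final OD600 alone; inactives centre near 13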
* = called active by the depositor; i = inactive; ? = inconclusive; / = no result given. These rows are one share of the data; count on the stated rates, not on these rows.

SMILES	Platelet DG rel	HSF1 inhib	GSK3A inh	PolyA inhibitor	GSK3B inh	DYRK1A inh	HSP90 inh	HDAC3 inh	HSF1 activator	AI-2 QS mod
COc1cc(/C=N/N2C(=O)c3ccccc3C2=O)ccc1O	-4	1	-1	i	0	8	4	1	2	10
Cc1cc(C(=O)O)ccc1NCc1ccncc1	-6	-4	0	i	2	-3	4	6	-12	6
O=c1c2[nH]c3ccc(Br)cc3c2ncn1CCCn1ccnc1	-10	6	/	i	-10	17	3	2	-7	20
Cc1cc(NC(=O)Cc2cn3ccsc3n2)n(-c2ccccc2)n1	-2	6	-1	i	4	-3	-2	3	-7	20
COc1ccc(Nc2nc(Nc3ccc(OC)cc3)nc(-n3[nH]c(=O)c(C)c3C)n2)cc1	-1	-63*	1	i	-26	-3	-1	0	-64	18
CCc1ccc(-n2c(SCc3cc(=O)n4cc(Br)ccc4n3)nc3[nH]ncc3c2=O)cc1	-3	5	0	i	3	/	-1	5	10	21
Cc1ccc(C)c(NC(=O)CSc2nc(=O)n(CCN3CCOCC3)c3c2CCCC3)c1	9	-1	-4	i	-2	-6	/	?	-15	18
COc1ccc(CNC(=O)C(c2cccc(C)c2)N(C(=O)c2csnn2)C2CC2)cc1 (centres undefined)	-3	4	0	i	-2	0	0	6	-12	16
COC(=O)c1ccccc1NC(=O)C(C)c1ccc([N+](=O)[O-])cc1 (centres undefined)	-3	6	-1	i	-1	-5	-1	0	35	17
COC(=O)c1ccccc1NC(=O)CNc1cc(Cl)ccc1N1CCOCC1	-11	12	0	i	1	20	3	14	21	21
COc1ccc(C(=O)c2ccc(N3CCOCC3)c([N+](=O)[O-])c2)cc1	-1	1	-2	i	1	-5	0	9	5	-4
CC(=O)c1cc(-c2ccccc2)n(CC(=O)N2CCC(C)CC2)c1C	-6	-6	8	i	2	7	-2	2	1	19
C=CCN(C(=O)CNC(=O)c1ccco1)C(C(=O)NC1CCCCC1)c1ccccc1F (centres undefined)	0	-10	-2	i	1	2	-1	-1	-2	0
COC(=O)C[N+](C)(C)C/C=C\c1ccccc1	-5	0	0	i	1	6	-5	0	12	20
CCC(C)(C)NC(=O)/C=C/c1cnc2ccccc2n1	1	24	1	i	-1	-4	7	-2	49	6
CC(C)C[C@@H](CSc1ccc(Br)cc1)N1CCN(C)CCC1=O	-6	8	0	i	4	/	/	-1	15	-8
Nc1cc(=O)[nH]c(=S)n1-c1cccc(C(F)(F)F)c1	0	-9	-1	i	-2	-12	1	0	-13	6
Cc1ccc(Cl)cc1Nc1nc(-c2sc(NC(=O)c3cccc(Cl)c3)nc2C)cs1	2	0	2	i	-1	/	65*	7	21	-1
COc1ccc(CCNC(=O)c2c(C)nn(-c3ccccc3)c2Cl)cc1	2	3	-3	i	23	-5	2	1	4	10
COc1ccccc1N1CCN(C(=O)COc2ccc(C)cc2Br)CC1	3	4	-2	i	3	2	0	13	9	12
Cc1cccn2c(=O)c(C(=O)NC3CC(C)CC(C)(C)C3)c(O)nc12 (centres undefined)	-6	-9	5	i	-5	-5	/	-3	-10	0
Cc1ccc(-c2cn(-c3ccccc3F)c(=S)[nH]2)cc1	0	-3	-2	i	0	7	3	6	12	13
O=[N+]([O-])c1ccc(N2CCN(S(=O)(=O)c3ccccc3)CC2)cc1NCC1CCCO1 (centres undefined)	3	-2	2	i	-4	-2	1	2	1	16
Cc1cc(C)nc(SCc2nc3ccccc3n2C)n1	2	10	-3	i	1	7	3	-2	12	3
O=c1oc2ccccc2cc1-c1csc(Nc2nc3c(F)cccc3s2)n1	5	2	-1	i	-1	3	-2	-9	11	39

Further entries:
SMILES	Platelet DG rel	HSF1 inhib	GSK3A inh	PolyA inhibitor	GSK3B inh	DYRK1A inh	HSP90 inh	HDAC3 inh	HSF1 activator	AI-2 QS mod
O=C(NN=C1CCC(=NNC(=O)c2cccnc2)CC1)c1cccnc1	1	5	4	i	1	2	0	0	0	18
Cc1cccc(NC(=O)Nc2cccc(Oc3c(F)c(F)c(F)c(F)c3F)c2)c1	-3	-10	2	i	0	3	-2	0	-1	8
O=C1OCC(CO)(CO)N=C1NNc1ccccc1[N+](=O)[O-]	-7	-19	-1	i	-1	2	21*	-6	-32	28
S=c1[nH]nc(-c2ccc(Cl)cc2)n1CCCN1CCOCC1	1	11	-1	i	-9	3	-1	2	10	3
Cc1ccc(OCc2cc(C(=O)NCC(C)(C)N3CCOCC3)no2)cc1C	7	-8	4	i	1	-1	2	-2	0	-1
CCOC(=O)C(=CNc1cc(C)ccn1)C(=O)OCC	3	-1	-1	i	0	2	-7	-2	-1	2
O=C(Nc1nc(-c2ccc3c(c2)OCCO3)cs1)c1ccco1	7	31	1	i	-2	73*	18*	-2	40	-6
CN(C)c1ccc(C2/C(=C(/O)c3ccccc3)C(=O)C(=O)N2CCCC(=O)O)cc1 (centres undefined)	-6	-1	-3	i	2	-8	6	8	-6	20
COc1ccc(C2=NN(C(=S)Nc3ccccc3)C(c3ccccc3)C2)cc1 (centres undefined)	-4	8	-3	i	1	-2	5	11	6	13
COCCN(C(=O)c1ccccc1F)c1nnc(-c2ccc(OC)cc2)s1	-5	-1	-2	i	3	2	4	-1	-9	0
O=S(=O)(NCc1ccc2c(c1)OCO2)c1ccc(F)cc1	-2	2	2	i	0	-2	-4	-2	9	18
O=C(CSc1nc2ccccc2c(=O)n1Cc1ccco1)N1CCN(c2ccccc2)CC1	9	12	-1	i	-1	3	2	0	3	7
O=C(NCCc1ccccc1)C1CCC(CNS(=O)(=O)c2cccc3cccnc23)CC1 (centres undefined)	1	10	-3	i	0	-4	3	1	26	4
COCCNC(=O)C1CCCN(c2nn3c(=O)cc(C)nc3s2)C1 (centres undefined)	/	/	0	/	/	11	1	0	/	/
CN(C)CCCN(Cc1ccccc1)C(=S)Nc1cccc(C(F)(F)F)c1	-1	-4	0	i	1	0	0	9	-3	17
Cc1cc(C)n(C(=O)c2nn(C)c(C)c2[N+](=O)[O-])n1	2	-9	-2	i	-1	2	3	-2	2	34
CCOc1ccc(NC(=S)NC(=O)c2c(Br)cnn2C)c([N+](=O)[O-])c1	-2	18	-2	i	-22	0	0	0	43	5
CCOCc1nnc(NC(=O)c2c(-c3ccccc3)noc2C)s1	2	2	/	i	0	-7	-1	/	4	5
O=C(CCCNS(=O)(=O)c1cccc2nsnc12)NCc1ccc(F)cc1	-1	3	1	i	0	4	-2	-2	-8	6
CC1(c2ccccc2)NC(=O)N(Cc2ccc([N+](=O)[O-])cc2)C1=O (centres undefined)	-2	0	1	i	-3	-4	1	0	6	12
CC(NC(=O)CN1c2cccc3cccc(c23)S1(=O)=O)c1ccc(S(N)(=O)=O)cc1 (centres undefined)	-3	-2	0	i	1	10	/	0	4	25
Cc1ccc(N)cc1-n1c(C)ccc1C	-4	-2	-2	i	2	-5	1	?	-8	28
O=C(COc1ccc(F)cc1F)N1CCCCCCC1	2	-9	0	i	1	-4	-3	-1	-1	12
COc1cccc(N(CC(=O)NC(C)(C)C)C(=O)C2CSC(=O)C2)c1 (centres undefined)	7	-6	-2	i	2	-4	1	-4	-11	0
CCOC(=O)c1ccc(NCc2ccc3c(c2)OCO3)cc1	-1	9	-3	i	3	-16	0	8	24	-1

Next part
SMILES	Platelet DG rel	HSF1 inhib	GSK3A inh	PolyA inhibitor	GSK3B inh	DYRK1A inh	HSP90 inh	HDAC3 inh	HSF1 activator	AI-2 QS mod
COCCOc1ccc(C(F)(F)F)cc1NC(=O)COC(=O)c1cc[n+]([O-])cc1	-3	-6	-1	i	-27	9	/	9	-15	11
COc1ccc(N(C)S(=O)(=O)c2cccc3nsnc23)cc1	-1	-3	2	i	-3	3	9	8	0	-6
COc1ccc(/C(C)=N/N2CCOCC2)c(O)c1	5	-10	2	i	-2	-2	-3	-2	-10	27
O=C(CNc1cccc(Cl)c1)NNC(=S)NCc1ccccc1	3	0	-4	i	-3	/	6	2	32	2
Cc1ccc(C(=O)C(c2ccccc2)N2Cc3ccccc3C2=N)cc1 (centres undefined)	4	15	-1	i	0	1	6	3	20	17
Cc1cc(SCC#N)n2nc(C)c(-c3ccc(Cl)cc3)c2n1	-2	10	-7	i	-1	4	3	-2	24	9
CC1CCCCN1S(=O)(=O)c1ccc(S(=O)(=O)N(CC(=O)Nc2ccccc2)Cc2cccs2)cc1 (centres undefined)	51*	18	-4	i	-5	2	1	3	3	0
CC1Cc2ccccc2N1CC(=O)Nc1ccc(Cl)c(S(=O)(=O)N(C)C)c1 (centres undefined)	-5	-6	-1	i	0	-6	4	1	-13	10
O=C(NCCN1CCOCC1)c1cn(-c2ccccc2)nc1-c1cccs1	3	-1	-2	i	0	-7	4	-3	-5	6
CCCNCc1cc(OC)c(OCC(=O)NCCc2ccccc2)cc1Br	12	-2	0	i	-1	3	0	1	11	9
Fc1ccccc1/C=C1\CCCC2=C1Nc1nnnn1C2c1ccccc1F (centres undefined)	-2	18	-3	i	2	-7	-2	-6	12	3
CCN(CC)S(=O)(=O)c1ccc(N2CCCCC2)c(NC(=O)C2=COCCO2)c1	-3	4	0	i	0	4	/	-4	1	11
COC(=O)C1CCN(S(=O)(=O)Cc2ccccc2Cl)CC1	-2	-3	3	i	-9	2	1	-5	-3	3
O=C(CNS(=O)(=O)c1c(Cl)cccc1Cl)OCC(=O)N1CCN(c2ccccc2)CC1	-27	-7	2	i	1	-4	-5	7	16	8
O=C(c1ccc(CS(=O)(=O)c2cccc(C(F)(F)F)c2)o1)N1CCN(c2ccccn2)CC1	-1	13	-4	i	0	2	0	2	26	30
CCCCCC/C=C/c1ccc(OC)c([C@H]2[C@H]3C=CC[C@@H](C)[C@@H]3C(=O)N2Cc2ccccc2)c1	2	7	-4	i	0	/	/	-7	-2	-1
Cc1c(CCOC(=O)c2ccc(N3CCOCC3)c([N+](=O)[O-])c2)sc[n+]1CC#N	3	-6	-2	i	4	8	1	-1	5	2
O=C(CCC(=O)Nc1ccccc1Cl)NNC(=O)NC1CCCCC1	0	-3	0	i	2	-4	1	-1	3	16
Cc1ccc(S(=O)(=O)c2nc(-c3ccco3)oc2SC(C)C)cc1	-3	4	-3	i	/	-9	3	4	3	/
CCCCN1CCc2c([nH]c3c(C)cccc23)C1=O	-1	19	-3	i	0	0	-3	-5	37	17
O=C(Nc1cccc(S(=O)(=O)N2CCCC2)c1)c1cccc(OC(F)F)c1	2	-1	-1	i	1	-8	/	-1	-4	6
CCOc1cc2[nH]c(=S)n(C3CC3)c(=O)c2cc1OCC	0	-4	1	i	-2	-5	-5	2	6	15
O=C(CN1CCc2ccccc21)NC(=O)NCc1ccccc1	6	18	9	i	-5	-4	-1	8	8	10
CCNC(=O)CC1SC(=Nc2ccccc2C)N(C)C1=O (centres undefined)	1	1	-1	i	-4	-1	4	0	8	22
